Assay outcomes deposited in PubChem BioAssay by several laboratories.
HSP90 refold inh – blocks HSP90-mediated luciferase refolding in reticulocyte lysate; Rabbit reticulocyte lysate, luciferase refolding luminescence, 3 h; inhibition, % at 5.6 µM; 290,000 compounds, 0.91% hits;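 active means inhibition above the screen-wide mean plus 3 SD, computed separately per campaign, cut at about 16% in these data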;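 further: 0% = DMSO wells and 100% = 60 µM geldanamycin wells; inhibitors lower the luminescence because luciferase stays unfolded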
IEC-6 cytotox – counter-screen for KLF5 inhibitors: cytotoxicity in IEC-6 cells; IEC-6 cytotoxicity, luminescence viability; inhibition, % at 5 µM; 290,000 compounds, 0.78% hits; AID 1825; in the data active means inhibition above about 22%;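 further: 0% = plate median of test compound wells and 100% = cytotoxic reference compound wells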
AI-2 QS modul – modulators of Vibrio harveyi AI-2 quorum sensing system | Vibrio harveyi JMH597 AI-2 luminescence/OD600 ratio, 9 h; stronger effect = lower value; strain lacks LuxN and CqsS sensors; 0 = neutral-control median | activity change, % at 7.5 µM | 300,000 compounds, 0.4% hits; in the data active means activity change below about -75%, passing the limit was not always enough; inconclusive means no clear call, values can overlap the other calls;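 further: luminescence divided by OD600 gain over 9 h not by final OD600 alone; inactives centre near 13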
GSK3 alpha inh – human GSK-3 alpha kinase inhibition; P49840; ADP-Glo luminescence, 60 min; inhibition, % at 10 µM; 320,000 compounds, 0.1% hits;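 in the data active means inhibition above about 50%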;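 further: GST-tagged GSK-3 alpha with peptide substrate and 25 µM ATP; 0% = DMSO neutral wells and 100% = GW8510 positive control wells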
Target sequence (P49840 whole entry, looked up): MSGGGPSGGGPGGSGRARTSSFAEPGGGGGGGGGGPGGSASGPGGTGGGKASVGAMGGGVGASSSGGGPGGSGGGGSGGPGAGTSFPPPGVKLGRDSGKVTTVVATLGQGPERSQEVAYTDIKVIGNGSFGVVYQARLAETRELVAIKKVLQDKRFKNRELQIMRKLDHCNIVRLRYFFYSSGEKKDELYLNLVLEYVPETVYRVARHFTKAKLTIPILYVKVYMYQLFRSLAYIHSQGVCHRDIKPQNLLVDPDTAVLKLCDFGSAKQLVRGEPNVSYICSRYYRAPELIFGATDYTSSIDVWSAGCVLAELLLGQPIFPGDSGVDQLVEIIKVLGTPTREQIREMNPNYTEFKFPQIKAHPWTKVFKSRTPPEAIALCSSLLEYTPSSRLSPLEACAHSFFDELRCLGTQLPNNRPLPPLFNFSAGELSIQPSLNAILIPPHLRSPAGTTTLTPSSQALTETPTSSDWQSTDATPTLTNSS
aSyn 5UTR inh – 5' untranslated region of α-synuclein, MLPCN primary screen; alpha-synuclein 5'UTR reporter, inhibitor activity; inhibition, % (tested at 7.5 µM); 300,000 compounds, 0.82% hits; in the data active means inhibition above about 60%; inconclusive means no clear call, values can overlap the other calls;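 further: H4 neuroglioblastoma cells stably carrying SNCA 5'UTR luciferase fusion; 0% = DMSO wells and 100% = positive control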
GSK3B inh – human GSK3beta kinase inhibition | P49841 | GST-GSK3beta kinase, ADP-Glo luminescence, 60 min; stronger effect = lower value | activity score (negative = inhibition), % at 10 µM | 300,000 compounds, 0.038% hits;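 active means more than half of replicate wells score below -50%, meaning over 50% inhibition versus plate controls; inconclusive means some replicates but at most half score below -50%; inactive means no replicate scores below -50%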;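 further: 0% = median DMSO wells and -100% = median GW8510 positive control wells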
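Test system: GST-fused GSK3beta enzyme, cell-free | Quantity: 1.6 ng GST-GSK3beta enzyme per well | Reagent: 25 µM ATP with peptide substrate | Schedule: 60 min enzyme reaction, room temperature | Signal: Luminescent ADP-Glo measurement of ADP formed | Read-out basis: Score relative to plate controls | Control set: DMSO and 20 µM GW8510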
KLF5 inhibitor – inhibitors of KLF5 expression. AID 1700. 290,000 compounds, 0.23% hits. inhibition, % at 5 µM. DLD-1 KLF5 promoter-luciferase reporter, luminescence;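 active means inhibition above a per-plate limit of that plate's mean compound inhibition plus 3 SD, cut at about 60% in these data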;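 further: 0% = DMSO wells and 100% = LY294002 at 200 µM; higher means less KLF5 promoter-driven luciferase light; inactives centre near -14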
HIF activator – HIF pathway transcriptional activation; U2OS HRE-luciferase reporter, luminescence; normalized: DMSO 0%, desferrioxamine 100%; AID 1910; 300,000 compounds, 0.32% hits; activation, % at 7.5 µM (by protocol);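 active means mean activation of at least 10% of the iron chelator positive control signal, with at least half of replicates also reaching 10%; inconclusive means mean and replicate majority disagree about reaching 10%; inactive means mean and most replicates under 10%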
HSF1 activator – increases HSF-1 driven luciferase reporter signal | 300,000 compounds, 1.7% hits | activation, % at 9 µM | AID 504408 | NIH3T3-HGL HSF-1 luciferase reporter, MG132, 8 h; 100% = twice DMSO control signal;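 active means mean replicate activation of at least 50% with a set share of replicates each reaching 50%; inconclusive means only one of those two conditions met; inactive means mean below 50% and too few replicates reaching it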;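 further: 0% = median of the neutral control wells and 100% = twice that signal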
HSF1 inhib – HSF1 inhibition | 300,000 compounds, 0.77% hits | activity change, negative = inhibition, % at 7.5 µM (by protocol) | AID 2098 | NIH3T3-HGL HSE-luciferase, MG132-induced, luminescence 8 h; stronger effect = lower value;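 active means more than half of replicate wells show activity change below -50%, luminescence cut by over half; inconclusive means some wells, but at most half, below -50%; inactive means no replicate well below -50%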;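 further: luciferase reports HSF-1 transcriptional activity via heat shock element; 0% = median of DMSO wells and -100% = zero luminescence signal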
* marks the source's active call; other numbers are inactive results; ? = inconclusive; . = no result given.

canonical_smiles | HSP90 refold inh | IEC-6 cytotox | AI-2 QS modul | GSK3 alpha inh | aSyn 5UTR inh | GSK3B inh | KLF5 inhibitor | HIF activator | HSF1 activator | HSF1 inhib
COc1ccc(/C=C/C(=O)Oc2ccc(C)cc2)cc1 | -2.5 | -2.9 | 13.7 | -2.8 | 3.2 | 0.8 | -17.8 | 0.8 | -0.8 | 2.4
C#CC(CC)(CC)NC(=O)/C=C/C(=O)O | -0.3 | -0.6 | 2.2 | 0.3 | 9.5 | 1.5 | 5.7 | -0.3 | -0.5 | -1.3
CCCC(C(=O)NCCC(C)C)N(Cc1ccccc1)C(=O)c1snc(C(N)=O)c1N (stereo unspecified) | -5.0 | 2.2 | 1.1 | -0.6 | -12.7 | -2.3 | -15.1 | -0.8 | 9.4 | -0.7
CC1CCc2cc(F)ccc2N1C(=O)c1cccs1 (stereo unspecified) | -3.4 | 2.1 | 14.4 | -1.3 | 14.2 | 0.3 | 4.2 | 0.0 | -7.0 | -3.9
COc1ccc(-c2noc(CCN3C(=O)c4ccccc4C3=O)n2)cc1OC | -3.2 | -5.1 | 13.8 | 4.1 | 15.9 | 1.2 | -21.8 | -0.4 | 87.5* | 42.5
CC(C)(CNC(=O)CC1C(=O)NCCN1Cc1cccc(F)c1F)N1CCOCC1 (stereo unspecified) | -2.1 | -4.1 | 42.9 | -0.6 | -8.3 | 1.8 | 4.6 | -0.1 | -4.8 | -3.6
COc1ccccc1Nc1nc(Cl)c(C=O)s1 | 0.2 | -13.0 | 7.8 | -0.2 | -103.6 | 2.0 | -23.5 | 2.1 | 9.5 | -2.7
O=C1NC(Cc2c[nH]c3ccccc23)C(=O)N1CCOc1ccccc1 (stereo unspecified) | 2.1 | 1.9 | 9.0 | -0.3 | -19.3 | -2.5 | -33.8 | -0.6 | 4.2 | -7.0
COc1ccc(OC)c(C2=Nn3c(nnc3-c3cc(OC)c(OC)c(OC)c3)SC2)c1 | 0.6 | 1.1 | 13.9 | -0.1 | 27.7 | -0.2 | -1.1 | 0.3 | 17.3 | 0.3
Cc1ccc2c(c1)C1C=CCC1C(C(=O)O)N2 (stereo unspecified) | -0.9 | -13.6 | 20.7 | 2.5 | -2.2 | -3.9 | -15.1 | -0.1 | 12.9 | 1.2
Cc1ccc(C2Nc3ccccc3-c3nc4ccccc4n32)o1 (stereo unspecified) | -2.7 | 1.7 | 13.8 | 1.7 | -104.3 | -1.8 | -115.4 | 1.5 | 47.9 | 18.7
Cc1ccc(NC(=O)CCl)cc1S(=O)(=O)N1CCCCCC1 | 1.7 | 11.8 | 22.2 | 1.8 | -34.5 | 4.9 | -24.1 | -2.1 | -7.6 | -1.8
COc1ccccc1N1CCN(C2CCN(S(=O)(=O)c3ccc(C)cc3)CC2)CC1 | -0.6 | -0.3 | 7.9 | -2.6 | -2.8 | 2.2 | 2.6 | -0.1 | 11.7 | 0.4
CCOc1ccccc1NC(=S)NCCCn1ccnc1 | -1.4 | 6.1 | 4.3 | -0.4 | -28.3 | -4.4 | -6.0 | -0.2 | -0.1 | 0.4
Cc1oc2c(cc(NS(=O)(=O)c3ccc(C(C)C)cc3)c3ccccc32)c1C(=O)O | -0.6 | 4.9 | 34.7 | -3.3 | 23.3 | -4.4 | 4.7 | 0.1 | 27.0 | 0.1
CC1CCc2cc(F)ccc2N1S(=O)(=O)c1ccc(Cl)nc1 (stereo unspecified) | 4.6 | -2.7 | 18.7 | 1.1 | -22.1 | -3.2 | 13.5 | 0.7 | -0.6 | -5.1
O=[N+]([O-])c1ccc(/C=C/C2=NN(c3ccccc3)C(c3ccco3)C2)o1 (stereo unspecified) | -0.4 | -1.3 | ? | . | 24.3 | 0.3 | 3.9 | 0.6 | 5.9 | 5.3
Oc1ccc(/C=N/N2CCN(Cc3ccccc3)CC2)cc1 | -1.9 | 0.0 | 28.3 | -2.7 | 1.3 | -0.1 | -23.2 | -6.9 | -10.7 | -4.2
C/C(=N\NC(=O)c1cccnc1)c1c(O)cc(C)oc1=O | -6.2 | -3.0 | -7.1 | -2.1 | 11.7 | 1.4 | 9.3 | -1.0 | 3.1 | 10.9
Cc1ccc2c(c1)N(Cc1ccc([N+](=O)[O-])cc1)C=NS2(=O)=O | -3.5 | -3.9 | -2.9 | -3.3 | 6.8 | 3.4 | -12.5 | -10.6 | -70.9 | -64.8*
COc1ccc(CC(=O)NNC2=Nc3cccc4cccc2c34)cc1OC | -4.3 | 2.1 | 13.0 | 5.6 | 23.4 | 2.0 | -4.3 | -0.2 | -7.1 | -5.7
CN(C)C(=O)COC(=O)c1ccccc1Nc1ccc(SC(F)F)cc1 | -0.1 | 45.2* | 9.9 | -1.3 | -19.4 | 0.3 | -87.7 | 0.5 | 29.0 | 6.1
CCOCCn1c(=NC(=O)CSCC(=O)N2CCOCC2)sc2cc(OC)ccc21 | -2.1 | 0.1 | 12.8 | -3.5 | -4.2 | 2.3 | -39.8 | -0.1 | 5.4 | 1.4
CCCOc1ccc(CN(CCC#N)C(=S)NC(=O)c2ccccc2)cc1 | 1.2 | 1.1 | 12.7 | -1.6 | -5.9 | 4.3 | -14.4 | -0.1 | -10.1 | -3.4
COc1ccc(Cl)cc1C(=O)NNC(=O)c1nc2nc(C)cc(C)n2n1 | -1.8 | 0.9 | 34.5 | . | -5.4 | -8.6 | -28.8 | -0.3 | -10.5 | -5.1
CCN(CC)S(=O)(=O)c1ccc(Cl)c(NC(=O)COc2ccc3c(C)cc(=O)oc3c2)c1 | -1.1 | -7.5 | 11.7 | -4.8 | -3.0 | 1.2 | -32.5 | 0.1 | -20.0 | -3.5

Entries of single compounds, looked up by structure. Screens in order: HSP90 refold inh, IEC-6 cytotox, AI-2 QS modul, GSK3 alpha inh, aSyn 5UTR inh, GSK3B inh, KLF5 inhibitor, HIF activator, HSF1 activator, HSF1 inhib
CCCC(C(=O)NCCC(C)C)N(Cc1ccccc1)C(=O)c1snc(C(N)=O)c1N (stereo unspecified) as listed: -5.0, 2.2, 1.1, -0.6, -12.7, -2.3, -15.1, -0.8, 9.4, -0.7
COc1ccccc1N1CCN(C2CCN(S(=O)(=O)c3ccc(C)cc3)CC2)CC1 as listed: -0.6, -0.3, 7.9, -2.6, -2.8, 2.2, 2.6, -0.1, 11.7, 0.4
COc1ccc(OC)c(C2=Nn3c(nnc3-c3cc(OC)c(OC)c(OC)c3)SC2)c1 as listed: 0.6, 1.1, 13.9, -0.1, 27.7, -0.2, -1.1, 0.3, 17.3, 0.3
Cc1ccc2c(c1)N(Cc1ccc([N+](=O)[O-])cc1)C=NS2(=O)=O as listed: -3.5, -3.9, -2.9, -3.3, 6.8, 3.4, -12.5, -10.6, -70.9, -64.8*
CCOCCn1c(=NC(=O)CSCC(=O)N2CCOCC2)sc2cc(OC)ccc21 as listed: -2.1, 0.1, 12.8, -3.5, -4.2, 2.3, -39.8, -0.1, 5.4, 1.4
